From PubChem
NSD2 inh: inhibitors of human NSD2, primary screen, biochemical, plate reader, single point | Histone-lysine N-methyltransferase NSD2 (Homo sapiens), O96028 | NSD2-SET H3K36me1 DELFIA fluorescence | inhibition, % at 12.5 µM | hit rate 0.07% among 44,000; in the data active = inhibition above about 54%, passing the limit was not always enough; inconclusive = no clear call, values can overlap the other calls;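 note: inhibitors reduce the monomethyl H3K36 fluorescence signal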
Target sequence (O96028 whole entry, looked up): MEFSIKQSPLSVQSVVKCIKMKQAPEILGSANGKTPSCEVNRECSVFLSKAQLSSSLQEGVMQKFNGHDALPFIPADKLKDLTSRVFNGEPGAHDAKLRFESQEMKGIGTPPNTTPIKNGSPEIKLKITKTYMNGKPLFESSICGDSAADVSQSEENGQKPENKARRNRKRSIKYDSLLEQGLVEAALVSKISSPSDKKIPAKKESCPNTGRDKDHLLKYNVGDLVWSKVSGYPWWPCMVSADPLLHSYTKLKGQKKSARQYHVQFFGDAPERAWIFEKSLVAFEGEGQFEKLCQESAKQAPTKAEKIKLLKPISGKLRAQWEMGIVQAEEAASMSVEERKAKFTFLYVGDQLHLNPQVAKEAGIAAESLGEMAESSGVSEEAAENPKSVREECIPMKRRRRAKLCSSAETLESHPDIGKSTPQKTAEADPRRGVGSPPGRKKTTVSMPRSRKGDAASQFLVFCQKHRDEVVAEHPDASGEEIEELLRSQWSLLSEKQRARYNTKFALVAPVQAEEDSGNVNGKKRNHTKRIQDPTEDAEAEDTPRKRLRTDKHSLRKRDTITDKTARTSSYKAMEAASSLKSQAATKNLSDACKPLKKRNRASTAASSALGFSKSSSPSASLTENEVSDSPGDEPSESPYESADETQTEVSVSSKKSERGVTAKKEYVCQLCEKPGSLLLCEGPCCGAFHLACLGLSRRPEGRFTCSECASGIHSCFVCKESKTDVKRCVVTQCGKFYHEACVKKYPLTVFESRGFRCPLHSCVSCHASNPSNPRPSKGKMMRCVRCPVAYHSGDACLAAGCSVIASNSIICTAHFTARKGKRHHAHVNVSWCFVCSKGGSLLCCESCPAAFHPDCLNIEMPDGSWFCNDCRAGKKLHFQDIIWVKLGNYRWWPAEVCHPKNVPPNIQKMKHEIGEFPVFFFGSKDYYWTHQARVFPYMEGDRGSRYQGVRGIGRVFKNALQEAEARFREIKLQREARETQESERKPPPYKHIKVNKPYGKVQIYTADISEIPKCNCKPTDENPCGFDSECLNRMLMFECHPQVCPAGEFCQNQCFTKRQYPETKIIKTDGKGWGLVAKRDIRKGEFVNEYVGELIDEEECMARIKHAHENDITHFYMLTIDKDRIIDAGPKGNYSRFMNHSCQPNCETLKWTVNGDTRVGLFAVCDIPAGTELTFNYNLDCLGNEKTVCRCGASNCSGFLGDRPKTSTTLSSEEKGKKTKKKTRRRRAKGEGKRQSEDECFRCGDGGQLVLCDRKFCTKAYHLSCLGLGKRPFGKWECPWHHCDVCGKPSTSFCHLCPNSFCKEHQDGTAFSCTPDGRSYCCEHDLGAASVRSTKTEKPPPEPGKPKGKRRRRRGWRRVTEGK
The depositor's hits bear a star; ? = inconclusive. This is a subset; the hit share may differ from the screen's.

| NSD2 inh | compound |
| --- | --- |
| -7 | C[C@@H]1CN([C@@H](C)CO)C(=O)c2c(c3ccccc3n2C)-c2ccccc2CO[C@@H]1CN(C)S(=O)(=O)CC(F)(F)F |
| -1 | Cc1noc(C)c1NC(=O)N(C)C[C@H]1Oc2ccc(NC(=O)NC(C)C)cc2C(=O)N([C@@H](C)CO)C[C@H]1C |
| 1 | CC(=O)[C@@]12O[C@]3(COC[C@H](c4ccccc4)N3C1=O)[C@@H]1C(=O)N(c3ccccc3)C(=O)[C@@H]12 |
| 1 | COc1ccc(S(=O)(=O)N(C)C[C@@H]2Oc3ccc(NC(=O)NC4CCCCC4)cc3C(=O)N([C@@H](C)CO)C[C@H]2C)cc1 |
| 0 | C[C@H](CO)N1C[C@H](C)[C@H](CN(C)S(C)(=O)=O)Oc2c(NS(=O)(=O)c3ccccc3)cccc2C1=O |
| -1 | C[C@H](CO)N1C[C@H](C)[C@@H](CN(C)C(=O)c2ccccc2)Oc2cc(C3=CCCC3)ccc2S1(=O)=O |
| -5 | C[C@@H]1CN([C@H](C)CO)C(=O)c2cc(NC(=O)CCC(F)(F)F)ccc2O[C@@H](C)CCCCO[C@@H]1CN(C)S(=O)(=O)c1ccc(F)cc1 |
| -3 | C[C@@H]1CN([C@@H](C)CO)S(=O)(=O)c2ccc(C#Cc3ccccc3)cc2O[C@H]1CN(C)C(=O)Cc1ccccn1 |
| 2 | CS(=O)(=O)Nc1ccc2c(c1)[C@H]1C[C@H](CC(=O)NCc3ccc(Cl)cc3)O[C@H](CO)[C@H]1O2 |
| 2 | C[C@@H]1CN([C@@H](C)CO)C(=O)Cc2cc(NC(=O)Nc3ccc4c(c3)OCO4)ccc2O[C@@H]1CN(C)C |
| -2 | C[C@@H]1CN([C@@H](C)CO)C(=O)c2cc(NS(=O)(=O)c3cccs3)ccc2O[C@@H]1CN(C)C |
| -10 | C[C@H](CO)N1C[C@H](C)[C@H](CN(C)C(=O)Nc2ccc(C(F)(F)F)cc2)Oc2c(cccc2N(C)C)C1=O |
| 4 | Cc1ccccc1-c1cnc2c(c1)C(=O)N([C@H](C)CO)C[C@H](C)[C@H](CN(C)C(=O)c1ccccc1)O2 |
| 0 | Cc1ccc(S(=O)(=O)Nc2ccc3c(c2)C(=O)N([C@H](C)CO)C[C@@H](C)[C@@H](CN(C)C(=O)NC2CCCCC2)O3)cc1 |
| -1 | C[C@@H]1CN([C@@H](C)CO)C(=O)Cc2cc(NC(=O)c3ccncc3)ccc2O[C@H]1CN(C)C |
| 0 | C[C@@H]1CN([C@H](C)CO)C(=O)c2cc(NC(=O)C3CC3)ccc2O[C@H]1CN(C)S(=O)(=O)c1cn(C)cn1 |
| -3 | C[C@H]1CN([C@@H](C)CO)C(=O)c2cccc(NS(=O)(=O)c3cccs3)c2O[C@@H]1CN(C)Cc1ccc(Cl)c(Cl)c1 |
| 5 | COc1ccc(NC(=O)N(C)C[C@H]2Oc3ccc(NC(=O)Nc4cccc5ccccc45)cc3CC(=O)N([C@H](C)CO)C[C@@H]2C)cc1 |
| -3 | C[C@@H]1CCCCO[C@@H](CN(C)C(=O)Nc2ccccc2)[C@@H](C)CN([C@@H](C)CO)C(=O)c2cc(NC(=O)Cc3ccccc3)ccc2O1 |
| -1 | COc1ccc(S(=O)(=O)N(C)C[C@@H]2Oc3ccc(NC(=O)Nc4ccc5c(c4)OCO5)cc3C(=O)N([C@@H](C)CO)C[C@@H]2C)cc1 |
| -2 | C[C@@H]1CN([C@@H](C)CO)C(=O)c2cccc(NS(=O)(=O)c3ccc(Cl)cc3)c2O[C@H]1CN(C)Cc1ccc(Cl)c(Cl)c1 |
| 0 | O=C(C[C@@H]1C=C[C@H](NC(=O)Nc2cc(F)ccc2F)[C@@H](CO)O1)NCCCN1CCOCC1 |
| -8 | CC(C)C#Cc1cnc2c(c1)C(=O)N([C@@H](C)CO)C[C@@H](C)[C@H](CN(C)C(=O)Nc1cc(F)ccc1F)O2 |
| -7 | C[C@@H]1CN([C@H](C)CO)S(=O)(=O)c2ccc(C#Cc3ccc(F)cc3)cc2O[C@H]1CN(C)C(=O)NC1CCCC1 |
| 1 | Cc1noc(C)c1NC(=O)Nc1ccc2c(c1)CC(=O)N([C@H](C)CO)C[C@H](C)[C@H](CN(C)Cc1ccncc1)O2 |
| 0 | C[C@@H]1CN([C@H](C)CO)C(=O)c2cc(NC(=O)Nc3cccc4ccccc34)ccc2O[C@H]1CN(C)C(=O)Nc1ccccc1 |
| 5 | CNC[C@@H]1Oc2ccc(NC(=O)Nc3cccc4ccccc34)cc2C(=O)N([C@@H](C)CO)C[C@@H]1C |
| 0 | C[C@H]1CN([C@@H](C)CO)C(=O)c2cc(C#CCN(C)C)cnc2O[C@H]1CN(C)C(=O)Cc1ccncc1 |
| -6 | Cc1occc(=O)c1CC=O |
| 5 | C[C@@H]1CN([C@@H](C)CO)C(=O)c2cc(N(C)C)ccc2O[C@@H](C)CCCCO[C@H]1CN(C)S(=O)(=O)c1ccccc1 |
| 5 | COCC(=O)Nc1ccc2c(c1)[C@H]1C[C@H](CC(=O)OC)O[C@H](CO)[C@H]1O2 |
| 4 | CC(C)NC(=O)N(C)C[C@H]1Oc2ccc(NC(=O)CCC(F)(F)F)cc2C(=O)N([C@H](C)CO)C[C@@H]1C |

Individual results from the list.
C[C@H]1CN([C@@H](C)CO)C(=O)c2cc(C#CCN(C)C)cnc2O[C@H]1CN(C)C(=O)Cc1ccncc1 @ NSD2 inh: 0
COCC(=O)Nc1ccc2c(c1)[C@H]1C[C@H](CC(=O)OC)O[C@H](CO)[C@H]1O2 @ NSD2 inh: 5

Additional structures follow:
| NSD2 inh | compound |
| --- | --- |
| 9 | CC(C)CC1NC(=O)C2CCCN2C1=O (stereo unspecified) |
| 18 | CCc1cc(C(N)=S)ccn1 |
| -11 | C[C@H]1CN([C@@H](C)CO)S(=O)(=O)c2ccc(C#CC3CCCC3)cc2O[C@H]1CN(C)C(=O)c1cccc(F)c1 |
| 4 | C[C@H](CO)N1C[C@H](C)[C@H](CN(C)Cc2ccccc2F)Oc2cc(C#CC3CC3)ccc2S1(=O)=O |
| 8 | C[C@H]1CN([C@@H](C)CO)C(=O)Cc2cc(NC(=O)Cn3cnnn3)ccc2O[C@@H]1CN(C)C(=O)Nc1ccc(F)cc1 |
| 0 | Cc1noc(C)c1NC(=O)N(C)C[C@@H]1Oc2ccc(NC(=O)NC3CCCCC3)cc2C(=O)N([C@H](C)CO)C[C@@H]1C |
| -5 | CN1CCN(C(=O)C[C@H]2C[C@@H]3c4cc(NC(=O)Nc5ccc(C(F)(F)F)cc5)ccc4O[C@@H]3[C@@H](CO)O2)CC1 |
| -5 | COc1ccc(CN(C)C[C@@H]2Oc3ccc(NC(=O)NC4CCCCC4)cc3CC(=O)N([C@@H](C)CO)C[C@@H]2C)cc1 |
| 6 | C[C@@H]1CN([C@@H](C)CO)C(=O)c2cc(NC(=O)c3ccncc3)ccc2O[C@@H]1CN(C)C(=O)NC1CCCCC1 |
| -4 | O=c1ccc2ccc(O)cc2o1 |
| -2 | C[C@H]1CN([C@@H](C)CO)C(=O)c2cc(NC(=O)Cc3ccccc3)ccc2O[C@H]1CN(C)Cc1ccc(C(=O)Nc2ccccc2N)cc1 |
| 0 | C=CCN1C(=O)[C@@]2(O[C@@H](CCO)[C@H]([Si](C)(C)c3ccc(OC)cc3)[C@H]2C)c2cc(NC(C)=O)ccc21 |
| -13 | C[C@H]1CN([C@@H](C)CO)C(=O)c2cc(NS(=O)(=O)c3cccs3)ccc2O[C@H]1CN(C)Cc1ccc(-c2ccccc2)cc1 |
| 2 | O=C(N/N=C/c1ccc(OCCO)cc1)c1ccccc1O |
| 1 | COc1ccc(CN(C)C[C@@H]2Oc3ccc(NC(=O)Nc4ccc(C(F)(F)F)cc4)cc3C(=O)N([C@H](C)CO)C[C@@H]2C)cc1 |
| 7 | C[C@@H]1CN([C@@H](C)CO)C(=O)c2cc(NS(=O)(=O)c3cn(C)cn3)ccc2O[C@@H]1CN(C)S(=O)(=O)c1cn(C)cn1 |

Shown field by field: part of the list above.
> O=c1ccc2ccc(O)cc2o1
- NSD2 inh: -4
> C[C@H]1CN([C@@H](C)CO)C(=O)c2cc(NC(=O)Cc3ccccc3)ccc2O[C@H]1CN(C)Cc1ccc(C(=O)Nc2ccccc2N)cc1
- NSD2 inh: -2
> C=CCN1C(=O)[C@@]2(O[C@@H](CCO)[C@H]([Si](C)(C)c3ccc(OC)cc3)[C@H]2C)c2cc(NC(C)=O)ccc21
- NSD2 inh: 0
> C[C@H]1CN([C@@H](C)CO)C(=O)c2cc(NS(=O)(=O)c3cccs3)ccc2O[C@H]1CN(C)Cc1ccc(-c2ccccc2)cc1
- NSD2 inh: -13

(continued)
| NSD2 inh | compound |
| --- | --- |
| 8 | COCC#Cc1ccc2c(c1)O[C@@H](CN(C)Cc1ccccn1)[C@H](C)CN([C@@H](C)CO)S2(=O)=O |
| 3 | C[C@@H]1CCCCO[C@@H](CN(C)Cc2ccc(C(=O)O)cc2)[C@@H](C)CN([C@@H](C)CO)C(=O)c2cc(NS(C)(=O)=O)ccc2O1 |
| -3 | CC(C)NC(=O)Nc1cccc2c1O[C@H](CN(C)Cc1ccc(Cl)c(Cl)c1)[C@H](C)CN([C@@H](C)CO)C2=O |
| 2 | C[C@@H]1CN([C@@H](C)CO)C(=O)c2cccc(NC(=O)c3nc4ccccc4s3)c2O[C@H]1CN(C)C(=O)Nc1ccc(C(F)(F)F)cc1 |
| 7 | CC(C)NC(=O)Nc1ccc2c(c1)C(=O)N([C@@H](C)CO)C[C@H](C)[C@@H](CN(C)S(=O)(=O)c1cccs1)OCCCC[C@H](C)O2 |
| -4 | CC(=O)N(C)C[C@@H]1Oc2cc(Br)ccc2S(=O)(=O)N([C@@H](C)CO)C[C@H]1C |
| 9 | Cc1cc2c(cc1S(N)(=O)=O)S(=O)(=O)CCC2 |
| 3 | C[C@@H]1CCCCO[C@H](CN(C)CC2CC2)[C@@H](C)CN([C@H](C)CO)C(=O)c2cc(NS(=O)(=O)c3ccccc3)ccc2O1 |
| -2 | C[C@H]1CN([C@@H](C)CO)C(=O)c2cc(-c3cccnc3)cnc2O[C@@H]1CN(C)C(=O)c1ccccc1F |
| -2 | C[C@@H]1CN([C@H](C)CO)C(=O)c2cc(NC(=O)CCCN(C)C)ccc2O[C@@H](C)CCCCO[C@H]1CN(C)CC1CCCCC1 |
| 9 | NC1CCN(c2cccc(Cl)n2)CC1 |
| -15 | CC(C)NC(=O)N(C)C[C@H]1Oc2ccc(NC(=O)C3CC3)cc2C(=O)N([C@@H](C)CO)C[C@@H]1C |
| -10 | C[C@H]1CN([C@@H](C)CO)C(=O)Cc2cc(NC(=O)Cn3cnnn3)ccc2O[C@H]1CN(C)C(=O)Nc1ccc(C(F)(F)F)cc1 |
| 3 | Cc1noc(C)c1NC(=O)Nc1ccc2c(c1)CC(=O)N([C@@H](C)CO)C[C@H](C)[C@H](CN(C)Cc1ccc3c(c1)OCO3)O2 |
| -7 | C[C@@H]1CN([C@H](C)CO)C(=O)c2cccc(NC(=O)Nc3ccccc3)c2O[C@@H]1CN(C)Cc1ccc(C(F)(F)F)cc1 |
| 0 | C[C@H](CO)N1C[C@H](C)[C@@H](CN(C)C)Oc2ncc(-c3ccncc3)cc2C1=O |
| 9 | C[C@@H]1CN([C@@H](C)CO)C(=O)c2cc(N(C)C)ccc2O[C@@H]1CN(C)C(=O)Nc1ccc(F)cc1 |
| 0 | C[C@@H]1CN([C@@H](C)CO)C(=O)c2cc(NC(=O)Nc3ccc4c(c3)OCO4)ccc2O[C@@H]1CN(C)Cc1ccc(C(=O)O)cc1 |
| 38 | C[C@@H]1CN([C@H](C)CO)C(=O)c2cc(C#Cc3ccc(F)cc3)cnc2O[C@H]1CN(C)C |
| -4 | COc1cccc(NC(=O)N(C)C[C@@H]2Oc3ncc(C4=CCCCC4)cc3C(=O)N([C@@H](C)CO)C[C@H]2C)c1 |
| 4 | Cc1ccc(S(=O)(=O)N(C)C[C@H]2OCc3cn(nn3)CCCC(=O)N([C@@H](C)CO)C[C@H]2C)cc1 |
| 4 | C[C@@H]1CN([C@@H](C)CO)C(=O)c2cccc(N(C)C)c2O[C@@H]1CN(C)S(=O)(=O)c1cn(C)cn1 |
| 7 | COc1ccc(S(=O)(=O)Nc2ccc3c(c2)CC(=O)N([C@@H](C)CO)C[C@H](C)[C@H](CN(C)S(=O)(=O)c2cccs2)O3)cc1 |
| -1 | COCC(=O)N(C)C[C@H]1Oc2ncc(C3=CCCC3)cc2C(=O)N([C@@H](C)CO)C[C@@H]1C |
| 2 | O=C(CCCCCCC(=O)Nc1ccccc1O)N/N=C/c1cc(F)ccc1O |
| 1 | C[C@@H]1CN([C@@H](C)CO)C(=O)c2cc(C#Cc3ccccc3F)cnc2O[C@H]1CN(C)C(=O)Cc1cccnc1 |
| -2 | C[C@H]1CN([C@@H](C)CO)C(=O)Cc2cc(NC(=O)Nc3ccc(F)cc3)ccc2O[C@@H]1CN(C)C |
| -1 | COc1ccc(NC(=O)Nc2ccc3c(c2)C(=O)N([C@@H](C)CO)C[C@H](C)[C@@H](CN(C)Cc2ccc(Cl)c(Cl)c2)O3)cc1 |
| 1 | CC(=O)N(C)C[C@H]1Oc2cc(C3=CCCCC3)ccc2S(=O)(=O)N([C@H](C)CO)C[C@H]1C |
| 4 | CC(C)NC(=O)Nc1ccc2c(c1)C(=O)N([C@@H](C)CO)C[C@@H](C)[C@@H](CN(C)C(=O)CCCN(C)C)OCCCC[C@H](C)O2 |
| 4 | CC(C)NC(=O)Nc1ccc2c(c1)CC(=O)N([C@H](C)CO)C[C@@H](C)[C@H](CN(C)C)O2 |
| ? | C[C@H](CO)N1C[C@H](C)[C@@H](CN(C)C(=O)c2ccccc2F)Oc2ncc(-c3cncnc3)cc2C1=O |
| 24 | C[C@H]1CN([C@@H](C)CO)C(=O)Cc2cc(NC(=O)CCCN(C)C)ccc2O[C@@H]1CN(C)S(=O)(=O)c1cccs1 |
| 3 | C[C@@H]1CCCCO[C@@H](CN(C)C(=O)c2ccncc2)[C@@H](C)CN([C@H](C)CO)C(=O)c2cc(NC(=O)CCCCCC(=O)Nc3ccccc3N)ccc2O1 |
| 3 | CC(C)NC(=O)N(C)C[C@H]1Oc2c(NC(=O)Nc3ccc(F)cc3)cccc2C(=O)N([C@H](C)CO)C[C@@H]1C |
| 4 | C[C@H](CO)N1C[C@H](C)[C@H](CN(C)C(=O)[C@@H](Cc2ccccc2)N(C)C)OCc2ccccc2-c2c(n(C)c3ccccc23)C1=O |
